# Chronic BCR inh = chronic active BCR signaling inhibition; ABC-DLBCL IkBa-CBG/CBR reporter, luminescence ratio, 4 h; Potency, µM (doses to about 46.1 µM), for the others: at the top dose ratio change, negative = lower green/red ratio, hits mostly inhibitors; hit rate 0.05% among 340,000; active means well fitted inhibition curve with a large enough effect in the signal ratio, with a control signal flat, not every such curve was filed as active; inconclusive means small, poorly fitted or top-dose-only effect, or effect the other way, or a change in a side signal; the % refers to the signal ratio;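 further: plate controls were basal doxycycline-induced cells for no effect and cells given 10 µM MG132 for full effect; MG132 reads +100%, hits lower the ratio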
#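 Compounds up to 46 uM were incubated four hours with TMD8 cells whose green CBG68 luciferase is fused to IkappaBalpha; red CBR luminescence normalised the signal, and concentration-effect curves were fitted to fusion, red and ratio data.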
# * marks the source's active call; other numbers are inactive results; ? = inconclusive. Potency means the concentration at half of the fitted maximal effect.
SMILES,Chronic BCR inh
COc1cc(C(=O)NCC(c2ccco2)S(=O)(=O)c2cccs2)cc(OC)c1OC (centres undefined),-13%
CCOc1ccccc1C(=O)Nc1ccc(-n2nncc2-c2ccccc2)cc1,-5%
Cc1cccc(C)c1Nc1sc(C(=O)c2ccccc2)c(N)c1S(=O)(=O)c1ccccc1,-6%
CN(C)c1ccc(NC(=O)CSC2=Nc3ccccc3C3=NC(CCC(=O)NCc4cccs4)C(=O)N23)cc1 (centres undefined),-20%
O=C(NC1CC(=O)N(c2cccc(F)c2)C1)c1ccc(S(=O)(=O)N2CCCCC2)cc1 (centres undefined),0%
O=C(NCCc1ccccc1)C1CCN(Cc2cc3ccccc3n2Cc2cccc(Cl)c2)CC1,26%
Cc1cc(=O)[nH]c2nnc(SCC(=O)Nc3cc(C(F)(F)F)ccc3Cl)n12,18%
O=C(CSc1nc(=O)[nH]c2c1CCCC2)NCc1ccc(Cl)cc1,2%
COc1ccc(C)cc1NC(=O)c1oc2ccc(S(=O)(=O)N(C)C3CCCCC3)cc2c1C,0%
Cc1ccccc1Cn1c(CN2CCC(C(=O)NCc3ccc(Cl)cc3)CC2)cc2ccccc21,3%
COc1ccc(OC)c(NC(=O)c2c(NCc3sccc3C)sc3c2CCCCC3)c1,-29%
Cc1ccc(CNC(=O)C2CCN(S(=O)(=O)c3cc(-c4noc(C)n4)ccc3C)CC2)cc1,?
COc1ccc(OC)c(NC(=O)CSC2=Nc3ccccc3C3=NC(CCC(=O)NC4CCCCC4)C(=O)N23)c1 (centres undefined),1%
Cc1cccc(N2C(=O)N(Cc3cccc(C#N)c3)c3ccccc3S2(=O)=O)c1,-1%
CCOc1ccc(C2c3c(oc4ccc(C)cc4c3=O)C(=O)N2CCCN2CCOCC2)cc1 (centres undefined),-22%
COC(=O)c1ccc2c(=O)n(CCCCCC(=O)NCc3ccc(OC)cc3)c(=O)[nH]c2c1,?
COc1ccc(NC(=O)c2oc3ccc(S(=O)(=O)N4CCCCC4)cc3c2C)cc1Cl,2%
CCOc1ccc(-c2cc(C(=O)NCCc3ccc(Cl)cc3)c3ccccc3n2)cc1,-2%
COc1cc(-c2ccno2)ccc1S(=O)(=O)N1CCN(c2ccc(C(C)=O)cc2)CC1,7%
CCCCC(Sc1nc2cc3c(cc2c(=O)n1CCCC(=O)NCc1ccc(OC)cc1)OCO3)C(=O)OCC (centres undefined),-19%
CC1CCN(S(=O)(=O)c2ccc3c(c2)oc(=O)n3CC(=O)O)CC1,6%
CC(=O)c1ccc(NC(=O)CN2C(=O)c3cccnc3Sc3ccccc32)cc1,-11%
COc1ccc(C(=O)NCC(c2cccs2)S(=O)(=O)c2cccs2)cc1 (centres undefined),11%
Cc1cccc(CN2C(=O)c3ccccc3Sc3ccc(C(=O)NCc4ccco4)cc32)c1,0%
CCOc1cc(-c2nnc(SCC(=O)NCc3ccc(C)cc3)nc2-c2ccc(OC)c(OCC)c2)ccc1OC,-14%

# More records
SMILES,Chronic BCR inh
COc1ccc(-c2nc3c4ccccc4n(CC(=O)N4CCN(c5ccccc5OC)CC4)c(=O)n3n2)cc1,8%
Cc1c(C(=O)Nc2cccc(Cl)c2)oc2ccc(S(=O)(=O)N(C)C3CCCCC3)cc12,10%
CCOC(=O)c1cc(-c2ccc(F)cc2)n(CC(=O)NCc2ccc(OC)cc2)c1C,9%
Cc1ccccc1Cc1c(C)nc2nc(SCC(=O)N(C)c3ccccc3)nn2c1C,-3%
O=C(NCc1ccc2c(c1)CCN2C(=O)c1ccc(Cl)cc1)c1cccc(F)c1,-5%
Cc1cc(=O)[nH]c2nnc(SCc3cccc(C(F)(F)F)c3)n12,13%
COc1ccccc1-n1c(-c2ccc(C)cc2)cn2c3c(=O)n(C)c(=O)n(C)c3nc12,-6%
O=C(NCC(c1cccs1)S(=O)(=O)c1cccs1)c1ccc(Cl)cc1 (centres undefined),-4%
Cc1ccc(-n2ncc3c(N4CCN(CCO)CC4)ncnc32)cc1Cl,?
COc1ccccc1CNC(=O)c1oc2ccc(S(=O)(=O)N3CCCCC3)cc2c1C,-1%
Cc1ccc(Cn2c(SCC(=O)NCc3ccccc3Cl)nc3ccsc3c2=O)cc1,2%
CC1=C(C(N)=O)C(c2cccc(F)c2)n2nc(SCc3ccccc3)nc2N1 (centres undefined),?
O=C(Nc1ccc(Br)cc1)c1ccc(F)c(S(=O)(=O)N2CCCc3ccccc32)c1,15%
COc1cccc(CNC(=O)Cn2c(=O)n3nc(-c4cccc(F)c4)nc3c3ccccc32)c1,20%
CCC(=O)C1=C(c2ccccc2)N(C(=O)CC)n2c(nnc2-c2ccccc2)S1,-5%
CCOc1ccc(S(=O)(=O)NCCc2csc3nc(-c4ccc(F)cc4)nn23)cc1,12%
COc1cn(CC(=O)Nc2cccc(C)c2C)c(CN2CCCCC2)cc1=O,-2%
Cc1c(C(=O)Nc2ccccc2Br)oc2ccc(S(=O)(=O)N3CCOCC3)cc12,8%
CCCCNC(=O)C(CC)Sc1nc2ccccc2c(=O)n1CCc1ccc(OC)c(OC)c1 (centres undefined),-10%
COc1cccc2sc(N(Cc3cccnc3)C(=O)C3COc4ccccc4O3)nc12 (centres undefined),12%
O=C(CCC1N=C2c3ccccc3N=C(SCC(=O)Nc3ccc(F)cc3)N2C1=O)NCc1cccs1 (centres undefined),2%
CN(C(=O)c1c[nH]c2ccc(S(=O)(=O)Nc3cccc(C(F)(F)F)c3)cc2c1=O)C1CCCCC1,?
COc1ccccc1N1CCN(C(=O)C(CCSC)NS(=O)(=O)c2ccc3c(c2)oc(=O)n3C)CC1 (centres undefined),0%
CCOC(=O)c1cc(-c2ccccc2)n(-c2cccc(C(=O)N(C)c3ccc(C)cc3)c2)c1C,-15%
COc1cccc(CC(=O)Nc2ccc(-c3nc4ccccc4s3)cc2)c1,?

# (list continues)
SMILES,Chronic BCR inh
CCOC(=O)N1CCc2c(sc(NCc3sccc3C)c2C(=O)Nc2cc(OC)ccc2OC)C1,-1%
Cc1ccccc1CNC(=O)c1sc2ncnc(N(C)C3CCCCC3)c2c1C,0%
COc1ccc(C)cc1NC(=O)c1cc(S(=O)(=O)N2CCC(C)CC2)ccc1F,0%
O=C(Nc1cccc(Cl)c1)N1CCC(CN2CCOCC2)CC1,8%
COc1ccccc1NC(=O)c1cc(S(=O)(=O)N(C)C2CCCCC2)ccc1F,8%
CCOC(=O)C1CCC(CN(Cc2ccc(Cl)cc2)S(=O)(=O)c2ccc(Br)cc2)CC1 (centres undefined),0%
COc1cc2c(cc1OC)C(COc1cc(C)cc(C)c1)N(C(=O)C(C)(C)C)CC2 (centres undefined),?
COc1cccc(C(c2sc3nc(-c4ccco4)nn3c2O)N2CCC(C)CC2)c1 (centres undefined),17%
Clc1cccc(-n2ncc3c(Nc4ccc5c(c4)OCCO5)ncnc32)c1,?
Cc1cccc(NC(=O)c2sc3nc4n(c(=O)c3c2C)N=C(c2ccc(F)cc2)CS4)c1C,3%
Cc1cn(C)c(CC(=O)NCc2ccc(Cl)cc2)c1C(=O)O,1%
COc1ccc(OCC(=O)NC2CC(=O)N(c3cccc(OC)c3)C2)cc1 (centres undefined),-1%
CC(C)c1ccc(NC(=O)CSC2=Nc3ccccc3C3=NC(CC(=O)NCc4ccco4)C(=O)N23)cc1 (centres undefined),?
O=C(NCCc1ccc(Cl)cc1)c1ccc(CS(=O)(=O)c2ccc(Cl)cc2)o1,-2%
Cn1nnc2c(N3CCN(c4ccccc4Cl)CC3)ncnc21,-1%
COc1ccc(-c2nnc(SCC(=O)Nc3ccc(C(C)C)cc3)nc2-c2ccc(OC)c(OC)c2)cc1OC,-35%
Cc1ccc(Cl)cc1N1CCN(C(=O)c2cccn3c(=O)c4cc(Cl)ccc4nc23)CC1,2%
Cc1cc(Nc2nc3ccccc3c3nnc(C)n23)ccc1Br,?
Cc1ccc(N(CC(=O)NCc2ccc(OC(C)C)cc2)S(=O)(=O)N(C)C)cc1,-16%
CCN(CC)C(=O)c1sc2c(c1C)c(=O)n(-c1ccc(C)c(C)c1)c(=O)n2Cc1cc(=O)n2ccccc2n1,-7%
CCOc1ccc(C2C(=O)N(C3CCCCCC3)CC(=O)N2Cc2ccc(F)cc2)cc1OC (centres undefined),2%
Cc1ccc(-c2nc3sc(CCNC(=O)c4ccc(F)c(F)c4)c(C)n3n2)cc1,-20%
COc1ccc(OC)c(C2C(C(=O)Nc3ccc(C)cc3)=C(C)Nc3nnnn32)c1 (centres undefined),0%
Cc1ccc(NC(=O)CSc2ncccc2C(=O)Oc2ccccc2Cl)cc1Cl,-14%
CCc1ccc(NC(=O)CSc2nc3ccsc3c(=O)n2C(C)CC)cc1 (centres undefined),-4%

# Of the compounds above, these contain two or more sulfur atoms:
SMILES,Chronic BCR inh
COc1cc(C(=O)NCC(c2ccco2)S(=O)(=O)c2cccs2)cc(OC)c1OC (centres undefined),-13%
Cc1cccc(C)c1Nc1sc(C(=O)c2ccccc2)c(N)c1S(=O)(=O)c1ccccc1,-6%
CN(C)c1ccc(NC(=O)CSC2=Nc3ccccc3C3=NC(CCC(=O)NCc4cccs4)C(=O)N23)cc1 (centres undefined),-20%
COc1ccc(OC)c(NC(=O)c2c(NCc3sccc3C)sc3c2CCCCC3)c1,-29%
COc1ccc(C(=O)NCC(c2cccs2)S(=O)(=O)c2cccs2)cc1 (centres undefined),11%
O=C(NCC(c1cccs1)S(=O)(=O)c1cccs1)c1ccc(Cl)cc1 (centres undefined),-4%
Cc1ccc(Cn2c(SCC(=O)NCc3ccccc3Cl)nc3ccsc3c2=O)cc1,2%
CCOc1ccc(S(=O)(=O)NCCc2csc3nc(-c4ccc(F)cc4)nn23)cc1,12%
O=C(CCC1N=C2c3ccccc3N=C(SCC(=O)Nc3ccc(F)cc3)N2C1=O)NCc1cccs1 (centres undefined),2%
COc1ccccc1N1CCN(C(=O)C(CCSC)NS(=O)(=O)c2ccc3c(c2)oc(=O)n3C)CC1 (centres undefined),0%
CCOC(=O)N1CCc2c(sc(NCc3sccc3C)c2C(=O)Nc2cc(OC)ccc2OC)C1,-1%
Cc1cccc(NC(=O)c2sc3nc4n(c(=O)c3c2C)N=C(c2ccc(F)cc2)CS4)c1C,3%
CCc1ccc(NC(=O)CSc2nc3ccsc3c(=O)n2C(C)CC)cc1 (centres undefined),-4%

# Next part:
SMILES,Chronic BCR inh
Cn1ncc2c(Nc3cccc(C#N)c3)ncnc21,?
Cc1ccc(C2CCN(C(=O)Nc3ccc(Cl)c(Cl)c3)C2)cc1 (centres undefined),?
CC1=C(C(=O)NCc2ccc(Cl)cc2)C2(CCCCC2)OC1=O,8%
Oc1c(C(c2ccc(F)cc2)N2CCN(Cc3ccccc3)CC2)sc2nc(-c3ccco3)nn12 (centres undefined),8%
CCC(Sc1nnc(-c2ccc(OC)cc2)c(-c2ccc(OC)cc2)n1)C(=O)NC1CCCCC1 (centres undefined),-1%
COc1ccccc1NC(=O)c1cnc(SCC(=O)N2CCCc3ccccc32)n(C)c1=O,?
O=C(Nc1ccc(C(F)(F)F)cc1)c1cc(S(=O)(=O)N2CCCc3ccccc32)ccc1F,?
CCN(CC)c1cc2c(cc1F)c(=O)c(S(=O)(=O)c1ccccc1)cn2C,8%
O=C(Cn1ccc2cc(S(=O)(=O)N3CCCCCC3)ccc21)NCc1cccc(Cl)c1,8%
CCn1c(/C(C#N)=C/c2ccccc2Cl)nc2ccccc21,?
Cn1nnc2c(N3CCN(c4cccc(C(F)(F)F)c4)CC3)ncnc21,-12%
O=C(NCCc1ccc(Cl)cc1)c1ccc(CSCc2ccccc2Cl)o1,-2%
Brc1ccc(-c2nc(N3CCN(c4ccccc4)CC3)c3ccccc3n2)cc1,1%
O=C(CCC1N=C2c3ccccc3N=C(SCc3cccc(F)c3)N2C1=O)NCc1ccc(F)cc1 (centres undefined),?
Clc1cccc(-n2ncc3c(N4CCCCC4)ncnc32)c1,?
Cc1c(C(=O)N(C)C)sc2c1c(=O)n(-c1ccc(Cl)c(Cl)c1)c(=O)n2CC(=O)C(C)(C)C,10%
COc1ccc(NC(=O)c2c(NCc3ccc(C)o3)sc3c2CCC(C)C3)cc1 (centres undefined),1%
CC(=O)N1CCc2cc(CNC(=O)Cc3ccc(F)cc3)ccc21,5%
CCN(CC)c1nc2ccccc2nc1C(=O)Nc1cc(OC)c(OC)c(OC)c1,?
Cc1ccc(C(=O)CC2(O)C(=O)N(Cc3ccccc3)c3ccc(Br)cc32)cc1 (centres undefined),11%
NC(=O)C1CCN(C(=O)c2ccc3c(c2)N(Cc2cccc(Cl)c2)C(=O)c2ccccc2S3(=O)=O)CC1,6%
CCC(CC)C(=O)NC1CC(=O)N(c2ccc3c(c2)OCCO3)C1 (centres undefined),-17%
CCc1ccc(NC(=O)CSC2=Nc3ccccc3C3=NC(CCC(=O)NCc4ccccc4OC)C(=O)N23)cc1 (centres undefined),12%
CCOc1ccc(-c2nnc(SCC(=O)NCCc3ccccc3)nc2-c2ccc(OCC)c(OC)c2)cc1OC,13%
Cc1ccc(CN2C(=O)c3ccccc3Sc3ccc(C(=O)NC4CCCC4)cc32)cc1,-1%

# Additional entries.
SMILES,Chronic BCR inh
COc1ccc(Cl)cc1NC(=O)c1oc2ccc(S(=O)(=O)N3CCCCC3)cc2c1C,2%
O=C(c1ccc2c(c1)N(Cc1cccc(Cl)c1)C(=O)c1ccccc1S2)N1CCOCC1,7%
CCOc1ccc(-n2cc(-c3ccccc3)c3c(NCc4ccccc4)ncnc32)cc1,17%
O=C(C1COc2ccccc2O1)N(Cc1cccnc1)c1nc2ccc(F)cc2s1 (centres undefined),2%
Cc1ccc(C(=O)CCC(=O)Nc2ccc(C)cc2C)cc1,1%
O=C(NCCc1ccc(Cl)cc1)C(=O)NCC(c1ccco1)S(=O)(=O)c1ccccc1 (centres undefined),?

# Assay outcomes: PubChem BioAssay, National Center for Advancing Translational Sciences (NCATS)

# Not all compounds are listed (hit frequency here may not be typical).
